Mtb BioA inh: BioA (M. tuberculosis) enzyme inhibition | inhibition, % at 9.99 µM | hit rate 0.096% among 360,000 | AID 602481 | purified M. tuberculosis BioA enzyme, plate reader; in the data active means inhibition above about 40%
Numbers without * were called inactive.

structure,Mtb BioA inh
Cc1ccc(S(=O)(=O)N[C@@H]2CC[C@H](CCNC(=O)C3CCCC3)O[C@H]2CO)cc1,6.8
C[C@H](O)C#Cc1cnc2c(c1)C(=O)N([C@H](C)CO)C[C@@H](C)[C@@H](CN(C)C(=O)Cc1ccccn1)O2,-1.8
COc1ccc(NC(=O)N(C)C[C@@H]2Oc3ccc(NC(=O)Cn4cnnn4)cc3C(=O)N([C@@H](C)CO)C[C@H]2C)cc1,2.6
COCC(=O)N(C)C[C@@H]1Oc2cc(-c3ccccc3)ccc2S(=O)(=O)N([C@@H](C)CO)C[C@H]1C,1.6
C/C=C/c1ccc2c(c1)O[C@@H](CN(C)Cc1cccnc1)[C@H](C)CN([C@H](C)CO)S2(=O)=O,16.0
CN(C)C(=O)c1cccc(-c2ccc3c(c2)[C@@H]2[C@@H](CCN2Cc2nccs2)[C@@H](CO)N3)c1,8.1
O=C(Nc1ccccc1F)N[C@@H]1CC[C@@H](CCNC(=O)C2CCOCC2)O[C@@H]1CO,3.0
COc1ccccc1C(=O)Nc1ccc2c(c1)C(=O)N(C)[C@H]1CC[C@H](CC(=O)NCCc3ccncc3)O[C@H]1CO2,-2.5
CCCN1C[C@@H](C)[C@H](OC)CN(C)C(=O)c2cc(NC(=O)c3ccccc3F)ccc2OC[C@@H]1C,2.1
COc1ccccc1-c1ccc2n(c1=O)C[C@@H]1[C@@H](CO)[C@H](C(=O)N[C@H](C)c3ccccc3)[C@H]2N1C,-1.3
C[C@@H]1CCCCO[C@H](CN(C)S(=O)(=O)c2ccccc2)[C@@H](C)CN([C@@H](C)CO)C(=O)c2cc(NS(=O)(=O)c3cccs3)ccc2O1,-1.1
O=C(N[C@@H]1CC[C@H](CCNC(=O)C2CC2)O[C@H]1CO)c1ccncc1,1.3
C[C@@H]1CCCCO[C@H](CN(C)CC2CC2)[C@H](C)CN([C@H](C)CO)C(=O)c2cc(NC(=O)Nc3ccc(C(F)(F)F)cc3)ccc2O1,1.1
Cc1noc(C)c1NC(=O)Nc1ccc2c(c1)CC(=O)N([C@@H](C)CO)C[C@@H](C)[C@@H](CN(C)S(=O)(=O)c1cn(C)cn1)O2,-0.9
Cc1ccc(-c2ccc3c(c2)O[C@H](CN(C)Cc2ccncc2)[C@@H](C)CN([C@@H](C)CO)S3(=O)=O)cc1,-0.3
COCCNC(=O)C[C@H]1C[C@@H]2c3cc(N(C)C)ccc3O[C@@H]2[C@@H](CO)O1,-2.8
C[C@@H]1CN([C@@H](C)CO)C(=O)Cc2cc(NC(=O)Nc3ccc(F)cc3)ccc2O[C@H]1CN(C)S(=O)(=O)c1ccc(F)cc1,-1.9
O=C(C[C@@H]1CC[C@@H]2[C@H](COC[C@@H](O)CN2C(=O)Nc2cccc(Cl)c2)O1)N1CCCCC1,5.6
C[C@H](NC(=O)N(C)C[C@@H]1OCc2ccccc2-c2c(n(C)c3ccccc23)C(=O)N([C@H](C)CO)C[C@@H]1C)c1ccccc1,0.8
CC=Cc1ccc2n(c1=O)C[C@@H]1[C@@H](CO)[C@H](C(=O)NCC3CC3)[C@H]2N1C(=O)c1ccccc1 (mixture of isomers),0.5
C[C@@H]1CCCCO[C@@H](CN(C)C(=O)c2ccncc2)[C@@H](C)CN([C@H](C)CO)C(=O)c2cc(NS(C)(=O)=O)ccc2O1,-3.5
O=C(NC[C@H]1[C@H](c2ccccc2)[C@@H](CO)N1C(=O)C1CCC1)NC1CCCC1,4.8
C[C@@H]1CCCCO[C@H](CN(C)S(=O)(=O)c2ccccc2)[C@H](C)CN([C@@H](C)CO)C(=O)c2cc(NC(=O)Nc3ccc(F)cc3)ccc2O1,0.3
CCCNC(=O)N1C[C@@H](O)COC[C@@H]2O[C@H](CC(=O)NCc3ccc(Cl)c(Cl)c3)CC[C@H]21,-1.9
C[C@@H]1CN([C@H](C)CO)S(=O)(=O)c2ccc(Br)cc2O[C@H]1CN(C)Cc1cccc(C(=O)O)c1,0.3
Cc1ccc(S(=O)(=O)Nc2ccc3c(c2)C(=O)N([C@@H](C)CO)C[C@H](C)[C@@H](CN(C)C(=O)NC2CCCCC2)OCCCC[C@@H](C)O3)cc1,-1.2
O=C(C1CC1)N1CCCCN2[C@H](CO)[C@H](c3ccc(C#CC4CC4)cc3)[C@H]2C1,-1.4
CCC(=O)N(C)C[C@@H]1Oc2cc(-c3ccccc3F)ccc2S(=O)(=O)N([C@@H](C)CO)C[C@H]1C,2.2
CCCNC(=O)N1[C@H](CO)[C@@H](c2ccccc2)[C@@H]1CNC(C)=O,-1.0
CC(C)CC#Cc1ccc([C@@H]2[C@@H](CO)N3CCCCN(C(=O)Nc4ccccc4)C[C@@H]23)cc1,1.1
COc1ccccc1-c1ccc2c(c1)O[C@H](CN(C)C)[C@H](C)CN([C@H](C)CO)S2(=O)=O,-0.8
COc1ccc(S(=O)(=O)Nc2ccc3c(c2)C(=O)N([C@@H](C)CO)C[C@H](C)[C@H](CN(C)S(=O)(=O)c2ccc(OC)cc2)O3)cc1,5.8
O=C1O[C@@H](c2ccccc2)[C@@H](c2ccccc2)N2[C@@H](c3ccccc3OCCO)[C@]3(C(=O)Nc4ccccc43)[C@@H](C(=O)O)[C@H]12,2.7
CN(C)CC(=O)N[C@H]1CC[C@H](CC(=O)NCc2ccc(Cl)cc2)O[C@@H]1CO,-0.9
CCC(=O)Nc1ccc2c(c1)C(=O)N(C)C[C@H](OC)[C@@H](C)CN(C(=O)Cc1ccccn1)[C@@H](C)CO2,1.4
C[C@H]1CN([C@@H](C)CO)C(=O)c2cc(NC(=O)Nc3ccccc3)ccc2O[C@H]1CN(C)S(=O)(=O)c1cccs1,2.6
O=C(N[C@H]1CC[C@@H](CCNS(=O)(=O)c2ccc(F)cc2)O[C@@H]1CO)c1cccc(F)c1,8.8
C[C@H](NC(=O)C[C@H]1CC[C@@H]2[C@H](COC[C@H](O)CN2C(=O)Nc2cccc(Cl)c2)O1)c1ccccc1,-0.2
O=C(N[C@@H](Cc1ccccc1)Cn1cc(CN2C(=O)COC[C@H]2c2ccccc2)nn1)c1ccccc1,-3.8
C[C@@H]1CN([C@@H](C)CO)C(=O)Cc2cc(NC(=O)CCN3CCOCC3)ccc2O[C@@H]1CN(C)Cc1ccc(C(F)(F)F)cc1,0.6
CC=Cc1ccc2n(c1=O)C[C@H]1[C@H](CO)[C@@H](C(=O)NCC)[C@@H]2N1Cc1ccccc1 (mixture of isomers),-1.4
CC(=O)N(C)C[C@H]1Oc2cc(C3=CCCC3)ccc2S(=O)(=O)N([C@H](C)CO)C[C@H]1C,0.8
O=C(C[C@H]1CC[C@@H]2[C@H](COC[C@@H](O)CN2S(=O)(=O)c2ccc(Cl)cc2)O1)N[C@@H]1CCN(Cc2ccccc2)C1,2.5
C[C@@H]1CCCCO[C@@H](CN(C)Cc2ccc3c(c2)OCO3)[C@@H](C)CN([C@@H](C)CO)C(=O)c2cc(NC(=O)CCCN(C)C)ccc2O1,-2.0
CN1C(=O)c2cc(NC(=O)C3CCOCC3)ccc2OC[C@H]2O[C@H](CC(=O)NCCc3ccncc3)CC[C@H]21,-0.5
C[C@@H]1CN([C@@H](C)CO)S(=O)(=O)c2ccc(C#CC3CC3)cc2O[C@H]1CN(C)S(C)(=O)=O,-2.8
CN(C)CCCNC(=O)C[C@H]1CC[C@H](NC(=O)Cc2cccnc2)[C@@H](CO)O1,-2.2
C[C@@H]1CCCCO[C@H](CN(C)Cc2ccc(Cl)c(Cl)c2)[C@@H](C)CN([C@@H](C)CO)C(=O)c2cc(NC(=O)Cc3ccccc3)ccc2O1,-1.8
COc1ccc(NC(=O)Nc2ccc3c(c2)C(=O)N([C@H](C)CO)C[C@H](C)[C@H](CN(C)C(=O)Nc2ccc(F)cc2)OCCCC[C@H](C)O3)cc1,-0.6
CCCC(=O)Nc1ccc2c(c1)C(=O)N(C)C[C@H](OC)[C@@H](C)CN(C(=O)c1ccccc1F)[C@@H](C)CO2,1.3
COc1ccc(NC(=O)Nc2ccc3c(c2)C(=O)N([C@@H](C)CO)C[C@H](C)[C@H](CN(C)Cc2ccc(Cl)c(Cl)c2)O3)cc1,-0.1
CC(C)C#Cc1ccc2c(c1)O[C@@H](CN(C)Cc1cncnc1)[C@H](C)CN([C@H](C)CO)S2(=O)=O,1.8
C[C@H]1CN([C@@H](C)CO)C(=O)c2cccc(NC(=O)C3CCCCC3)c2O[C@H]1CN(C)C,1.7
C[C@H]1CN([C@@H](C)CO)C(=O)c2cccc(NC(=O)Nc3ccc4c(c3)OCO4)c2O[C@H]1CN(C)Cc1ccncc1,-1.4
C[C@@H]1CN([C@H](C)CO)C(=O)Cc2cc(NC(=O)NC3CCCCC3)ccc2O[C@H]1CN(C)C(=O)NC1CCCCC1,0.4
C[C@H]1CN([C@@H](C)CO)C(=O)c2cc(NC(=O)Cn3cnnn3)ccc2O[C@@H]1CN(C)C,3.8
COCC(=O)Nc1ccc2c(c1)OC[C@H](C)N(C)C[C@H](C)[C@H](OC)CN(C)C2=O,-2.7
CCNC(=O)C[C@H]1CC[C@@H]2[C@H](COC[C@H](O)CN2C(=O)c2ccccn2)O1,-2.6
Cc1ccc(-c2cnc3c(c2)C(=O)N([C@@H](C)CO)C[C@H](C)[C@@H](CN(C)C(=O)c2ccccc2)O3)cc1,5.1
O=C(NC1CCC1)[C@H]1[C@H](CO)[C@H]2Cn3c(ccc(-c4ccccc4)c3=O)[C@@H]1N2CC1CC1,-2.4

(next part)
structure,Mtb BioA inh
Cc1ccc(S(=O)(=O)NCC[C@H]2CC[C@@H](NC(=O)c3cccc(F)c3)[C@@H](CO)O2)cc1,7.2
C[C@@H]1CCCCO[C@H](CN(C)Cc2ccc3c(c2)OCO3)[C@@H](C)CN([C@H](C)CO)C(=O)c2cc(NC(=O)NC3CCCCC3)ccc2O1,1.0
CCC(=O)N1CCCCN2[C@H](CO)[C@H](c3ccc(C#Cc4ccccc4)cc3)[C@H]2C1,3.2
COc1ccc(S(=O)(=O)N(C)C[C@@H]2Oc3ccc(NC(=O)Nc4ccccc4)cc3CC(=O)N([C@@H](C)CO)C[C@@H]2C)cc1,0.6
C[C@H](CO)N1C[C@H](C)[C@H](CN(C)S(=O)(=O)c2ccccc2)OCCCC[C@H](C)Oc2ccc(NC(=O)Nc3cccc4ccccc34)cc2C1=O,-4.4
CC(C)NC(=O)N(C)C[C@@H]1OCCCC[C@H](C)Oc2ccc(NC(=O)Nc3ccccc3)cc2C(=O)N([C@@H](C)CO)C[C@H]1C,-2.2
CO[C@H](CN(C)Cc1cc(F)ccc1F)[C@H](C)CN([C@H](C)CO)S(=O)(=O)c1ccc(C)cc1,1.7
C[C@@H]1CN([C@H](C)CO)C(=O)c2cccc(NS(=O)(=O)c3ccccc3)c2O[C@H]1CN(C)C(=O)Nc1ccc2c(c1)OCO2,0.8
C[C@H]1CN([C@@H](C)CO)C(=O)c2cccc(NS(=O)(=O)c3ccccc3)c2O[C@@H]1CN(C)C(=O)Nc1ccc(F)cc1,-0.2
C[C@@H]1CN([C@@H](C)CO)S(=O)(=O)c2ccc(-c3ccccc3)cc2O[C@@H]1CN(C)C(=O)c1ccccc1F,0.9
CCCNC(=O)N1[C@H](CNC(=O)c2ccccc2)[C@@H](c2ccccc2)[C@@H]1CO,1.2
C[C@@H]1CN([C@H](C)CO)C(=O)c2cccc(NC(=O)c3ccncc3)c2O[C@H]1CN(C)C(=O)Nc1ccc(F)cc1,-2.9
Cc1noc(C)c1S(=O)(=O)Nc1ccc2c(c1)C(=O)N([C@H](C)CO)C[C@H](C)[C@@H](CN(C)C)O2,-3.8
COCCNC(=O)C[C@H]1CC[C@H]2[C@H](COc3ccc(NC(=O)c4cc(C)on4)cc3C(=O)N2C)O1,-0.2
CO[C@H]1CN(C)C(=O)c2cc(NC(=O)Nc3c(C)noc3C)ccc2OC[C@@H](C)NC[C@@H]1C,-0.8
C[C@@H]1CN([C@@H](C)CO)C(=O)c2cc(-c3cccc(C#N)c3)cnc2O[C@@H]1CN(C)C(=O)C1CCC1,4.3
Cc1ccccc1-c1cnc2c(c1)C(=O)N([C@@H](C)CO)C[C@H](C)[C@@H](CN(C)C(=O)c1ccccc1)O2,-1.4
CCNC(=O)C[C@H]1CC[C@H]2[C@@H](COC[C@@H](O)CN2C(=O)C2CC2)O1,-0.4
COCC(=O)Nc1ccc2c(c1)OC[C@H](C)N(C(=O)c1ccncc1)C[C@@H](C)[C@H](OC)CN(C)C2=O,-2.3
COc1ccc(S(=O)(=O)Nc2ccc3c(c2)C(=O)N([C@@H](C)CO)C[C@H](C)[C@H](CN(C)C(=O)Cc2ccccc2)OCCCC[C@@H](C)O3)cc1,-0.7
CCCNC(=O)N(C)C[C@@H]1Oc2cc(-c3ccncc3)ccc2S(=O)(=O)N([C@@H](C)CO)C[C@H]1C,-0.2

Screens (PubChem)

Only part of the results is shown; the hit share may differ from the screen's.
